CTSL1 counter: cathepsin L1 inhibition, PFM18AAP counter-screen; recombinant F. hepatica cathepsin L1, Z-Leu-Arg-MCA fluorescence; inhibition, % at 5.96 µM; 300,000 tested, 0.49% active;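 active = inhibition above the mean of all tested compounds plus 3 SD, set per screening campaign, cut at about 17% in these data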;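 note: 0% = plate median of test compound wells and 100% = 1 µM Z-Phe-Ala-diazomethylketone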
core dimer inh: HCV core protein dimerization inhibition; 300,000 tested, 0.33% active; inhibition, % at 5 µM; TR-FRET GST/Flag-core106 dimerization, 1536-well;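 active = inhibition above the mean of all tested compounds plus 3 SD, set per screening campaign, cut at about 45% in these data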
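test system = GST/Flag-tagged HCV core106 proteins | probe or stimulus = Eu donor and XL665 acceptor anti-tag antibodies | times = compound-protein-antibody incubation 4 h at 22.5 °C | signal = TR-FRET, excitation 340 nm, emission 617 and 671 nm | measure = percent inhibition of core106 dimerization signal | controls = wells lacking GST-core106 and wells with excess unlabelled core106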
proCasp3 act: procaspase-3 (human) activation; activation, % at 8.5 µM; 330,000 tested, 0.11% active; AID 463141; recombinant procaspase-3 D3A, Ac-DEVD-pNA absorbance 405 nm;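 active = activation above the mean of all tested compounds plus 3 SD, cut at about 21% in these data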;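 note: 0% = DMSO alone and 100% = DMSO wells spiked with extra 5 µM PC-3 D3A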
Target sequence (P42574 whole entry D9A/D28A/D175A): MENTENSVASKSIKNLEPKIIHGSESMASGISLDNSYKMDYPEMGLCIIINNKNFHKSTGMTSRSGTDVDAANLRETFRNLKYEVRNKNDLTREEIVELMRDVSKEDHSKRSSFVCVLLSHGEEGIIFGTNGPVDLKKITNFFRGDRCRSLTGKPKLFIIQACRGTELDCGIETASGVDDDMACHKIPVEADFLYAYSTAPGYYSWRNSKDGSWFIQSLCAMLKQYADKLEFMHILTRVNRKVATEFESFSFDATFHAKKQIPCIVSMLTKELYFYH
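Evaluation: percent activation relative to control range; Material: Procaspase-3 D3A mutant, all three cleavage aspartates alanine; Compound: single dose, 8.5 µM nominal compound, 0.8% DMSO; Replication: one well per compound; Signal: absorbance at 405 nm, 0 and 120 min; Schedule: 1 h preincubation plus 2 h reaction at 25 °C.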
GRK2 inh: inhibitors of human GRK2 displacing RNA aptamer; AID 488847; 330,000 tested, 0.59% active; P25098; inhibition of aptamer binding, % at 10 µM; bead flow cytometry, FAM-aptamer displacement from GRK2;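 active = inhibition of aptamer binding above 40%, roughly 3 SD of noise, on plates passing a quality check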;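 note: median bead fluorescence of bound FAM aptamer so fluorescent compounds give negative values; no value below 0 was filed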
Target sequence (P25098 whole entry, looked up): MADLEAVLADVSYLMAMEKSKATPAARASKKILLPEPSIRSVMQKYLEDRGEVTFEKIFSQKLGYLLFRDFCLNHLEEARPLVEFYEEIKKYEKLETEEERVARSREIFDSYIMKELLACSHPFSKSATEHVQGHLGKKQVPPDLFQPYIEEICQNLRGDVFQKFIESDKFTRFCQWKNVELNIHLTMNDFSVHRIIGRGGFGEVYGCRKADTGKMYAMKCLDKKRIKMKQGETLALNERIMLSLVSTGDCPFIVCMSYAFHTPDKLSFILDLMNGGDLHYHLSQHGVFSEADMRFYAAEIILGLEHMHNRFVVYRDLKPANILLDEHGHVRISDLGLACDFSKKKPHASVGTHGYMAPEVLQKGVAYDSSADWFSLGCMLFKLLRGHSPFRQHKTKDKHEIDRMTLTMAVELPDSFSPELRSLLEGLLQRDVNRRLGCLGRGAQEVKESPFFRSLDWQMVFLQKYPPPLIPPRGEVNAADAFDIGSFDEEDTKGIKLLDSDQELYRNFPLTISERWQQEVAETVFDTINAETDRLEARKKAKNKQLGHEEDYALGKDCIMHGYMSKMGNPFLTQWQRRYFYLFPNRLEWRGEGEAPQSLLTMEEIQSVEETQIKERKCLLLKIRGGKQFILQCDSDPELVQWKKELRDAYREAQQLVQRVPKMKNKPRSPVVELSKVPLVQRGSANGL
VLA-4 inh: inhibition in a human VLA-4 binding assay | P13612 | VLA-4 expressing cells, ligand binding flow cytometry | inhibition, % (about 7 µM as worked out from the volumes in the protocol) | 330,000 tested, 0.2% active; in the data active = inhibition above about 50%
PP1 inh: blocks human PP1-alpha phosphatase, a PP5 counter-screen. AID 2235. P62136. 320,000 tested, 0.9% active. purified PP1alpha, OMFP fluorescence. inhibition, % at 6.7 µM;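 active = inhibition above the mean inhibition of all tested compounds plus 3 SD, computed separately for each screening campaign, cut at about 15% in these data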
PP5 primary: PP5 (human) phosphatase inhibition | P53041 | purified PP5c, OMFP substrate fluorescence | inhibition, % at 6.7 µM | 320,000 tested, 0.18% active;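 active = inhibition above the campaign's mean inhibition across all tested compounds plus 3 SD, cut at about 9.5% in these data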;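 note: 0% = DMSO only and 100% = 100 µM cantharidin control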
procasp7 counter: counter-screen: procaspase-7 (human) activation. activation, % at 8.5 µM. 330,000 tested, 0.093% active. P55210. recombinant procaspase-7, Ac-DEVD-pNA absorbance 405 nm; D23A/D198A/D206A triple mutant, cannot self-cleave; scale: DMSO 0, 5 µM enzyme 100. AID 463210;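 active = percent activation above the screen-wide mean plus 3 SD, cut at about 25% in these data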
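signal = Epi-absorbance of released pNA at 405 nm, two timepoints | assay system = Uncleavable procaspase-7 mutant enzyme | reagent = Ac-DEVD-pNA substrate, 400 µM as added | times = 1 h enzyme–compound preincubation and 2 h substrate reaction, both 25 °C | benchmarks = low DMSO alone, high DMSO plus 5 µM PC-7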
GASC-1 inh: blocks human GASC-1 demethylase activity; GST-JMJD2C(1-420) H3K9me3 demethylation, DELFIA europium; inhibition, % at 2.35 µM; 330,000 tested, 0.069% active; Q9H3R0; AID 2099;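 active = more than half of a compound's replicate wells show inhibition beyond 50%, single wells judged on their own value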;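 note: signal counts dimethyl H3K9 product captured on neutravidin plate; 0% = median of DMSO wells and 100% = 0.3 times that DMSO median; strong numbers were not always called active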
The depositor's hits bear a star; x = no result given; & = joins results of further samples.

SMILES	CTSL1 counter	core dimer inh	proCasp3 act	GRK2 inh	VLA-4 inh	PP1 inh	PP5 primary	procasp7 counter	GASC-1 inh
COc1ccccc1Oc1ncnc2c1oc1ccccc12	3.8	2.0	-3.8	2.0	-6.4	-1.1	1.3	-1.2	-8.3
O=C(Nc1ccc(Cl)cc1)OCc1cncs1	-4.7	-1.2	6.8	0.0	0.9	-0.9	3.0	-2.1	0.5
COCc1c(C(=O)OCC(=O)NCCc2ccc(S(N)(=O)=O)cc2)oc2ccccc12	x	x	4.2	12.0	-17.8	-3.5	1.4	14.1	-3.1
CC(=O)OCC[n+]1c(C)n(-c2ccccc2)c2ccc(Cl)cc21	0.4	-11.7	-4.5	1.0	6.2	1.5	1.9	-11.5	-1.1
Cc1ccc(C)c(S(=O)(=O)N2CCN(C(=O)c3ccc(-n4cncn4)c([N+](=O)[O-])c3)CC2)c1	-4.7	3.1	0.8	1.0	-8.3	-2.5	-1.1	10.4	0.3
COc1ccccc1NC(=S)NCC1CCCCC1	2.1	-2.0	0.1	2.0	1.5	-4.8	5.1	-4.7	-27.4
O=C(O)CC/C(=N/NC(=O)CNC(=O)C(c1ccccc1)c1ccccc1)c1ccccc1	-1.6	1.6	0.6	90.0*	7.1	-0.1	-2.5	0.4	4.3
COC(=O)[C@@H]1C[C@@H](c2ccccc2)[C@H](C)C1(C)C	0.5	-19.1	-6.4	2.0	3.1	1.3	1.9	-6.0	-11.0
CC1CCC(NC(=O)C2CC(=O)N(c3ccc(Cl)cc3)C2)CC1 (stereo not given)	4.2	-18.7	-5.7	0.0	6.5	-0.2	0.3	2.6	-27.1
CCOC(=O)c1ccc(COC(=O)c2nonc2N)cc1	-3.6	6.4	-2.0	0.0	9.9	-0.2	1.1	-0.8	-7.5
Cc1cc(C(=O)CSc2nnnn2C)c(C)n1-c1ccc2c(c1)OCCO2	-0.7	37.9	-1.9	0.0	-7.3	3.1	-0.6	-12.6	-4.2
CC(C)(C)C(=O)COC(=O)CNC(=O)c1ccc(Oc2ccccc2)cc1	15.3	1.5	-5.3	3.0	8.4	1.1	1.1	-7.8	0.3
CCC/C(O)=C1\C(=O)CC(c2ccccc2)CC1=NCCc1c(C)[nH]c2ccccc12 (stereo not given)	-0.7	6.9	5.4	0.0	-24.4	10.9	7.2	-4.4	-13.3
Clc1ccc(NCn2cncn2)nc1	0.0	-1.4	-8.3	4.0	-1.2	-2.9	1.2	3.7	-7.3
Cc1cc2[nH]c3ccccc3c2cn1	10.1	6.3	4.8	3.0	-4.1	1.8	0.5	8.7	6.4
CC(NCc1ccncc1)C12CC3CC(CC(C3)C1)C2 (stereo not given)	-1.6	-2.1	2.3	1.0	10.8	-1.7	-0.2	-3.2	-33.8
CCn1c(SCC(=O)N2CCCC2=O)nnc1-c1cccs1	x	x	2.5	0.0	5.8	-2.9	1.6	2.0	3.6
Cc1cc(-c2n[nH]c(=S)n2Cc2ccccc2)cs1	-2.0	1.5	-15.9	2.0	5.9	-3.6	-2.2	-16.6	-1.8
CCOC(=O)c1cnc(SC)nc1Nc1cccc2ccccc12	2.3	-15.2	3.4	4.0	-7.6	0.2	-1.4	11.8	-1.7
CCc1ccc(NC(=O)CSc2nc(=O)n3cc(C)ccc3n2)cc1	9.3	6.3	0.5	0.0	-40.0	-2.9	7.6	16.9	2.5
CCOC(=O)C1=C(c2ccccc2)NC(=S)NC1c1ccc(Cl)cc1 (stereo not given)	2.5	1.5	10.6	0.0	4.9	-2.9	-1.5	-8.7	9.5
Cc1ccc(C(C(=O)NC2CCCCC2)N(Cc2ccccc2)C(=O)Cc2c[nH]c3ccccc23)o1 (stereo not given)	1.1	17.5	-2.4	0.0	14.2	7.9	3.8	-9.0	6.5
CCOc1ccc(OCc2ccc(C(=O)NCc3ccncc3)o2)cc1	2.2	4.3	0.6	1.0	32.1	-1.2	-1.6	11.4	-1.9
C/C(=N\O)c1noc(C)c1C(=O)Nc1nccs1	-3.3	-16.7	-10.4	0.0	17.4	-4.3	4.5	4.8	7.3
COc1cc(C(C)=O)ccc1OCC(=O)Nc1ccccc1N1CCCC1	0.7	1.7	2.2	87.0*	5.4	-2.5	-0.1	4.0	-1.8
Cc1nn(CCC(=O)NNC(=S)NCC(C)C)c(C)c1Br	1.8	-6.9	0.5	0.0	4.2	-3.5	-0.9	1.1	4.2
CC1=C(C)C(c2ccccc2)NC(=S)N1 (stereo not given)	-1.9	3.7	-3.2	6.0	-4.6	0.5	0.3	-11.3	2.5
CCCCc1nc2ccc(S(=O)(=O)O)cc2[nH]1	-2.7	-3.1	2.8	0.0	-10.5	0.4	0.2	8.6	5.0
COc1cc(NC(=O)C2CC(c3cccc(OC)c3OC)=NO2)cc(OC)c1OC (stereo not given)	0.8	-0.9	5.2	0.0	13.1	-2.3	-0.7	-11.8	15.5&-0.5
CC1CCCCC1NC(=O)c1ccc(-n2cncn2)c([N+](=O)[O-])c1 (stereo not given)	0.5	-9.0	-1.4	2.0	-10.2	-5.4	-0.9	2.5	5.2
O=C1CSC(c2cccc([N+](=O)[O-])c2)N1c1c(F)cccc1F (stereo not given)	20.2*	-1.3	9.9	1.0	-4.4	-0.8	1.9	13.7	-5.5
CCOC(=O)C1=C(C)N=c2s/c(=C\c3ccc(O)c([N+](=O)[O-])c3)c(=O)n2C1c1ccccc1OC (stereo not given)	5.0	24.8	-3.3	2.0	-9.5	9.8	4.9	-3.5	0.2
CCOC(=O)Cc1nnc(-c2ccccc2)o1	-9.1	-4.1	8.3	12.0	45.8	-5.1	2.1	-5.7	-6.1
CC(C)(C)OC(=O)N/N=C/c1cccc([N+](=O)[O-])c1	-2.9	-5.8	10.2	2.0	24.0	-5.3	-2.2	6.4	-2.3
CCCCCCCCCCCCS[C@H]1CS(=O)(=O)C[C@@H]1O	-1.2	-1.1	-0.7	2.0	12.2	-2.2	2.5	7.6	-1.5
Fc1cccc(Nc2nc(Cl)nc(Cl)n2)c1	3.4	-59.4	1.9	0.0	-10.9	0.1	0.9	4.6	-1.1

6 structures from above, ordered by molar mass, largest number first:
SMILES	CTSL1 counter	core dimer inh	proCasp3 act	GRK2 inh	VLA-4 inh	PP1 inh	PP5 primary	procasp7 counter	GASC-1 inh
CCOC(=O)C1=C(C)N=c2s/c(=C\c3ccc(O)c([N+](=O)[O-])c3)c(=O)n2C1c1ccccc1OC (stereo not given)	5.0	24.8	-3.3	2.0	-9.5	9.8	4.9	-3.5	0.2
Cc1nn(CCC(=O)NNC(=S)NCC(C)C)c(C)c1Br	1.8	-6.9	0.5	0.0	4.2	-3.5	-0.9	1.1	4.2
CCCCCCCCCCCCS[C@H]1CS(=O)(=O)C[C@@H]1O	-1.2	-1.1	-0.7	2.0	12.2	-2.2	2.5	7.6	-1.5
CC(C)(C)OC(=O)N/N=C/c1cccc([N+](=O)[O-])c1	-2.9	-5.8	10.2	2.0	24.0	-5.3	-2.2	6.4	-2.3
Fc1cccc(Nc2nc(Cl)nc(Cl)n2)c1	3.4	-59.4	1.9	0.0	-10.9	0.1	0.9	4.6	-1.1
CCCCc1nc2ccc(S(=O)(=O)O)cc2[nH]1	-2.7	-3.1	2.8	0.0	-10.5	0.4	0.2	8.6	5.0

More results
SMILES	CTSL1 counter	core dimer inh	proCasp3 act	GRK2 inh	VLA-4 inh	PP1 inh	PP5 primary	procasp7 counter	GASC-1 inh
Cc1csc(N(C(=O)c2cccc(S(=O)(=O)N(C)C)c2)c2ccccc2)n1	0.1	-4.1	5.2	7.0	8.6	-0.7	1.3	0.9	-9.6
COc1cccc(NC(=O)CN(C)C(=O)c2cc(-c3ccc(F)cc3)nc3ccccc23)c1	-0.1	1.7	-3.0	0.0	-9.2	-3.1	5.4	3.7	3.0
O=C(O)COc1ccc(NC(=O)C(c2ccccc2)c2ccccc2)cc1	-2.6	8.3	6.0	0.0	8.2	1.8	-0.7	8.7	38.3
CCOC(=O)c1c(C)[nH]c(C)c1C(=O)CN1C(=O)NC2(CCCCCC2)C1=O	x	x	4.1	2.0	8.6	-1.2	1.1	-5.4	x
O=S(=O)(c1ccc(Cl)cc1)n1c(Cc2ccccc2)nc2ccccc21	-1.3	-1.5	0.1	0.0	-2.6	-1.8	1.6	2.9	-1.6
COc1cc(OC)cc(C(=O)OCC(=O)NCc2ccc3c(c2)OCO3)c1	0.0	4.4	-1.5	1.0	17.8	2.0	1.0	8.0	3.7
COCCN(C(=O)COC(=O)c1ccc(Cl)nc1)c1c(N)n(Cc2ccccc2)c(=O)[nH]c1=O	-5.1	-1.6	1.9	0.0	6.8	-3.7	0.8	-2.7	3.5
O=C(N/N=C/c1ccc(-c2cccc(C(F)(F)F)c2)o1)c1ccccc1O	2.4	7.7	-12.8	0.0	23.3	-1.2	-0.6	0.9	-7.4
O=C(NCc1ccccn1)c1ccccc1OCc1ccc(Cl)cc1Cl	x	x	3.7	0.0	-3.4	-0.7	1.2	-6.9	x
O=C(/C(=C(\[O-])c1ccccc1)[n+]1ccc2ccccc2c1)c1ccc(Cl)cc1	2.4	1.2	-11.7	0.0	-14.6	-4.5	-6.0	-11.4	-4.2
COc1cccc(C(=O)OC2CCN(C)CC2)c1	6.8	5.4	-0.3	3.0	20.6	0.4	3.3	16.5	-0.2
CCc1cccc(C)c1NC(=O)c1cc(=O)[nH]c2ccc(S(=O)(=O)N3CCOCC3)cc12	x	x	0.2	4.0	6.3	-1.1	-0.6	-3.0	-3.6
COc1cccc(NC(=O)C(=O)c2cn(CC(=O)N3CCOCC3)c3ccccc23)c1	-0.4	-4.4	-1.7	0.0	2.6	3.8	-5.2	-10.9	-1.6
COC(=O)c1ccc(/C=C2\SC(=S)N(CCCC(=O)NCCCN3CCOCC3)C2=O)cc1	-1.3	-4.5	-6.3	0.0	0.0	-2.1	1.7	-21.5	-13.9
Cc1nc(-c2ccc(O)c(O)c2)cs1	-2.1	-5.9	-23.4	3.0	-11.1	-4.6	7.8	-27.8	4.7
CC(C)NCC(O)COCc1ccc(Cl)cc1 (stereo not given)	0.1	-2.4	-0.8	2.0	7.6	-3.5	-0.5	-2.2	-6.6
CCc1cccc(C)c1NC(=O)C(c1ccc(O)cc1)N1CCC1=O (stereo not given)	-0.3	-0.8	7.8	1.0	-7.5	0.1	1.2	12.1	9.3
CCOc1ccc(NC(=O)COC(=O)C23CC4CC(CC(C4)C2)C3)c([N+](=O)[O-])c1	-2.7	-1.3	0.9	2.0	14.4	0.5	2.8	0.6	-6.4
FC(F)Sc1ccc(NC(=S)NC2CCC(NC(=S)Nc3ccc(SC(F)F)cc3)CC2)cc1 (stereo not given)	-8.6	-6.1	-15.0	0.0	25.4	-6.7	-5.1	-7.9	9.1
CC1(c2ccccc2)CC(c2ccccc2)=Nc2nonc2N1 (stereo not given)	1.4	4.5	-2.6	3.0	17.6	1.7	4.5	18.6	-8.4

Source: PubChem BioAssay (several laboratories)
